KCNH2 3.1 inh: qHTS for Inhibitors of KCHN2 3.1: Mutant qHTS. actives 0.95% (n = 340,000). U2OS KCNH2 3.1, thallium flux FluxOr; hits give low values. Potassium voltage-gated channel subfamily H member 2, brain isoform KCNH2 3.1 (human). AID 720553, 2013. activity change, % (tested at about 1.8 µM);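 active = maximum activity change below -70%; inconclusive = maximum activity change from -70% to -50%; inactive = maximum activity change above -50%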;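 note: thallium influx rate constant from kinetic fluorescence after stimulation buffer; % is set by controls: 0 for no effect and ±100 for the full control effect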
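Measured as rate of thallium-driven FluxOr signal in transduced U2OS cells carrying the 3.1 channel, read kinetically for 2 min upon stimulation; values are rate constants scaled to DMSO control wells.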
hERG WT inh: qHTS for Inhibitors of KCHN2 3.1: Wildtype qHTS; U2OS, BacMam KCNH2, thallium flux FluxOr; hits give low values; actives 0.37% (n = 340,000); activity change, % at 1.84 µM; AID 720551, 2013; Voltage-gated inwardly rectifying potassium channel KCNH2 (Homo sapiens), Q12809;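 active = maximum activity change below -70%; inconclusive = maximum activity change between -70% and -50%; inactive = maximum activity change above -50%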; note: % is set by controls: 0 for no effect and ±100 for the full control effect
Target sequence (Q12809 whole entry, looked up): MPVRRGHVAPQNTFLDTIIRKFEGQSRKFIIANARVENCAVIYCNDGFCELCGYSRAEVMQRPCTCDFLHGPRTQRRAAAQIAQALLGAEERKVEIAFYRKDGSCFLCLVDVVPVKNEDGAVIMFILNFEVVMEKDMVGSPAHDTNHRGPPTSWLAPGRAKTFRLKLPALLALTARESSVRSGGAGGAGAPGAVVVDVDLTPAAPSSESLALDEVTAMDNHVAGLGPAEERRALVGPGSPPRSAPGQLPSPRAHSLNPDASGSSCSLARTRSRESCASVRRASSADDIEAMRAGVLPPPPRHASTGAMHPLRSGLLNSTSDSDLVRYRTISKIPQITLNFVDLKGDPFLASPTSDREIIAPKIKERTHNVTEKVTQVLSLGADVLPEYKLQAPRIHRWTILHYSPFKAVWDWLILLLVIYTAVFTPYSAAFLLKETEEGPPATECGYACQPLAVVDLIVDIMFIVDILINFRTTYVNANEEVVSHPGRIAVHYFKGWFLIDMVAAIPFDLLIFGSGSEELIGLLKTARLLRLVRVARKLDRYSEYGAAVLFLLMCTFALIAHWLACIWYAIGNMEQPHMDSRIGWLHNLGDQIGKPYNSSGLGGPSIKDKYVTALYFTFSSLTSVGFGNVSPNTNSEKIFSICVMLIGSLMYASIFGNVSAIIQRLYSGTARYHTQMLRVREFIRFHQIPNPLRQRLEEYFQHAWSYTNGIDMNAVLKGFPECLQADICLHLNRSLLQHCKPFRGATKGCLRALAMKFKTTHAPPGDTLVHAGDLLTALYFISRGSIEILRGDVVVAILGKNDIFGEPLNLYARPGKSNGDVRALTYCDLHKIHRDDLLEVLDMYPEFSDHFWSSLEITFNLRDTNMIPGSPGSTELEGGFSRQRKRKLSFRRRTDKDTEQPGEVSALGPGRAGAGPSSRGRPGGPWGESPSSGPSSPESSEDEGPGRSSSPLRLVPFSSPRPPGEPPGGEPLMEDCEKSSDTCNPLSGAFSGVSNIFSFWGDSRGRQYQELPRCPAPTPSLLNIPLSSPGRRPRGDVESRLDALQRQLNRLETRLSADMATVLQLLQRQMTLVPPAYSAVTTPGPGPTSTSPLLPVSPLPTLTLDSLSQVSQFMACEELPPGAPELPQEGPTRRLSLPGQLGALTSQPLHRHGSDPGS
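U2OS cells transduced with wild-type KCNH2 virus are loaded with FluxOr dye for 45 min, and thallium flux is measured in kinetic reads before and after stimulation buffer. Rate constants are normalized to DMSO controls.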
TRPV1 ag: HTS Assay for Compounds that Act as Agonists of the Vanilloid Receptor 1 | Transient receptor potential cation channel subfamily V member 1 (Homo sapiens), Q8NER1 | TRPV1-expressing cells, Fluo-8 calcium influx, agonist mode | activation, % at 8.33 µM | actives 0.19% (n = 320,000); in the data active = activation above about 80%; inconclusive = between about 30% and that limit; note: 0% is about no effect
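Fluo-8 calcium influx in TRPV1-expressing cells, kinetic read (ex 480/em 520 nm). Compound added and read 3 min for agonist activity, followed by capsaicin at EC20 final and 2 min further read for enhancement.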
USP2a inh: qHTS Assay for Inhibitors of Ubiquitin-specific Protease USP2a Using CHOP2 as the Reporter | Ubiquitin carboxyl-terminal hydrolase 2 (Homo sapiens), O75604 | Potency, µM (highest dose often 38.3 µM), for the others: at the top dose activity change, negative = inhibition, hits mostly inhibitors | USP2 core, Ub-CHOP2 coupled fluorogenic reporter, 485/531 | actives 0.01% (n = 330,000);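 note: potency is the fitted concentration of half-maximal effect; plate controls were DMSO wells for no effect and full inhibition by NEM control for full effect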
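Deubiquitinase activity read as fluorescence (485/531 nm) after Ub-CHOP2 cleavage activates the enterokinase reporter on its substrate; USP2 core 10nM, Ub-CHOP2 and substrate 25nM each, 30min compound preincubation then 60min RT; data normalized to NEM, curves fitted.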
GALK inh: qHTS Assay for Inhibitors of Human Galactokinase (GALK) | P51570 | Purified GALK, Kinase-Glo residual ATP luminescence | Potency, µM (highest dose often 57.5 µM), without a hit: at the top dose activity change, negative = inhibition, hits mostly inhibitors | actives 0.007% (n = 270,000); note: potency is the fitted concentration of half-maximal effect; % is set by controls: 0 for no effect and ±100 for the full control effect
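Galactose (100 uM) and ATP (35 uM) were turned over by 5 nM GALK for 1 h at RT. Kinase-Glo Plus then converted the remaining ATP into a luminescent signal.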
Menin MLL FP TR: qHTS Assay for Inhibitors Targeting the Menin-MLL Interaction in MLL Related Leukemias: Competition With Texas Red Labeled MLL-derived Mutant Peptide; AID 1768, 2009; actives 0.23% (n = 270,000); O00255; Potency, µM (highest dose often 61.6 µM), for the others: at the highest dose FP activity change, negative = inhibition, usual class: inhibitors; Menin + Texas Red MLL mutant peptide, fluorescence polarization; active = well fitted inhibition curve with a large enough effect in the polarisation, with a control signal flat, not every such curve was filed as active; inconclusive = small, poorly fitted or top-dose-only effect, or effect the other way, or a change in a side signal; inactive = no such curve, though single readings can be large or run the other way; the % refers to the polarisation; note: potency is the fitted concentration of half-maximal effect; % of control where 0% means no effect; many of its hits are not listed in these tables
B2AR arrestin: qHTS assay of beta-arrestin-biased ligands of beta2-adrenergic receptor. actives 0.02% (n = 330,000). beta-arrestin recruitment to beta2AR, cell-based reporter. Potency, µM (highest dose often 46.1 µM), without a hit: at the top dose activation, actives largely listed as activators. Beta-2 adrenergic receptor (Homo sapiens), P07550;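 note: potency is the fitted concentration of half-maximal effect; 0% = DMSO controls and full agonism = EC100 isoproterenol or metaproterenol; nearly all actives have a fitted effect of over 65% in size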
FBPA coupling cs: qHTS Assay for Inhibitors of Fructose-1,6-bisphosphate Aldolase from Giardia Lamblia: Coupling assay counterscreen. coupling enzyme system counterscreen, AmpLite Red fluorescence. activity change, negative = inhibition, % at 58.2 µM, hits read low. actives 0.67% (n = 290,000). AID 2472, 2010; in the data active = activity change below about -30%; note: % is set by controls: 0 for no effect and ±100 for the full control effect
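Coupling enzymes only (glyceraldehyde-3-phosphate) + compound, at 57.5 uM final, 10 min RT; add substrate/coupling/AmpLite Red mix, 20 min RT; fluorescence ex 525/em 598 nm. Actives flag coupling-system interference.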
CXXC DNA block: qHTS Fluorescence Polarization Assay for Inhibitors of MLL CXXC domain - DNA interaction | Histone-lysine N-methyltransferase 2A (Homo sapiens), Q03164 | MLL-CXXC / FITC-HOXA9 DNA fluorescence polarization | Potency, µM (titrated, usually from 115 µM), for the others: top-dose activity change, negative = inhibition, hits mostly inhibitors | actives 0.037% (n = 290,000); active = well fitted inhibition curve with a large enough effect in the polarisation, with a control signal flat, not every such curve was filed as active; inconclusive = small, poorly fitted or top-dose-only effect, or effect the other way, or a change in a side signal; inactive = no such curve, though single readings can be large or run the other way; the % refers to the polarisation; note: potency is the fitted concentration of half-maximal effect
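Purified MLL-CXXC (added from a 7 uM solution) was preincubated 5 min at ambient with pinned compounds in 50 mM Tris-HCl pH 7.5, 50 mM NaCl, 1 mM DTT, 0.05% BSA. Fluorescein-labeled HOX-A9 DNA (50 nM solution) followed, 30 min, then polarization read.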
PKM2 act: qHTS Assay for Activators of Human Muscle isoform 2 Pyruvate Kinase; Potency, µM (titrated, usually from 57.5 µM), for the others: top-dose activation, most hits filed as activators; AID 1631, 2009; purified PKM2, Kinase-Glo ATP luminescence, activation; response scale: 0% is enzyme alone, no compound; actives 0.34% (n = 260,000); Pyruvate kinase PKM (Homo sapiens), P14618; note: potency is the fitted concentration of half-maximal effect; % is set by controls: 0 for no effect and ±100 for the full control effect; nearly all actives have a fitted effect of over 55% in size
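Kinase-Glo luminescence reports ATP generated from ADP (0.1 mM) and PEP (0.5 mM) by purified hPK-M2 after 1 h at room temperature, pH 7.2 imidazole buffer; intermediate enzyme activity allows detecting inhibitors and activators.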
Giardia kill: Small Molecules that selectively kill Giardia lamblia: qHTS; Giardia lamblia trophozoite viability; activity change, % at 7.66 µM, hits read low; actives 0.15% (n = 340,000); in the data active = activity change below about -80%; inconclusive = between about -30% and that limit;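 note: parasites exposed to compound for two days anaerobically before the ATP read; % is set by controls: 0 for no effect and ±100 for the full control effect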
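Media and compound were dispensed first, then trophozoites at 100 cells/well; plates sat 48 hrs at 37 deg C without oxygen before ATP luminescence reagent was added and read after 15-30 min at room temperature.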
Numbers without * were called inactive; ? = inconclusive; . = no result given; & = joins results of further samples; [ ] = another dose, or the depositor's remark. Unless noted, calls come from the whole dose curve; as a rule, active = well fitted curve in the direction sought with a large enough effect; inconclusive = small, poorly fitted or top-dose-only effect, or another doubt; inactive = no such curve, though single readings can be large; an effect the other way counts as inactive or inconclusive. A portion of the library. The share of hits here may be higher or lower than overall.

#	canonical_smiles	Giardia kill	TRPV1 ag	CXXC DNA block	GALK inh	B2AR arrestin	FBPA coupling cs	KCNH2 3.1 inh	PKM2 act	hERG WT inh	USP2a inh	Menin MLL FP TR
1	CN1CCN(Cc2ccc(N)cc2)CC1	3	-1	-8%	3%	0.3%	-2	15	-3%	-16	1%	-3%
2	COc1ccccc1-n1c(O)c(C=NCCCn2ccnc2)c(=O)[nH]c1=O	-4	-2	9%	3%	0.3%	3	1	0%	-1	4%	-2%
3	COc1cccc(N2C(=O)CC(=O)NC2=O)c1	-3	-1	-4%	-1%	-0.4%	1	14	1%	-8	1%	-1%
4	COc1cccc(-n2c(O)c(C=NCCN3CCOCC3)c(=O)[nH]c2=O)c1	14	.	0%	-1%	-0.7%	1	-11	4%	0	1%	.
5	C[n+]1ccc(-c2ccncc2)cc1	2	0	1%	7%	0.5%	2	-4	-4%	-4	1%	2%
6	O=C1CSC2N1CCNC21CCCCC1 (stereo not drawn)	13	-1	10%	1%	0.1%	-1	-7	28%	4	-9%	-16%
7	O=C(COc1ccc2ccccc2c1)N1CCN(CC2CC3C=CC2C3)CC1 (stereo not drawn)	1	16	-3%	-1%	-0.2%	-2	6	5%	11	0%	3%
8	Cn1cc(C(=O)N2CCC3(CC2)OCCO3)c2c3ccccc3n(C)c2c1=O	2	4	0%	-1%	-0.1%	-1	-1	1%	1	1%	-6%
9	CCCCOc1nc2ccccc2c(=O)n1-c1ccccc1	-17	-1	-11%	2%	0.2%	1	-4	-20%	-12	-5%	-1%
10	CN1C(=O)/C(=C/c2ccc(Cl)s2)C(=O)NC1=S	-1	10	?	-2%	0.5%	-1	-3	-4%[11.5 µM]	-8	1%	47%[activator]

Compound profiles (already shown).
Shown for Cn1cc(C(=O)N2CCC3(CC2)OCCO3)c2c3ccccc3n(C)c2c1=O → Giardia kill: 2; TRPV1 ag: 4; CXXC DNA block: 0%; GALK inh: -1%; B2AR arrestin: -0.1%; FBPA coupling cs: -1; KCNH2 3.1 inh: -1; PKM2 act: 1%; hERG WT inh: 1; USP2a inh: 1%; Menin MLL FP TR: -6%
Shown for COc1ccccc1-n1c(O)c(C=NCCCn2ccnc2)c(=O)[nH]c1=O → Giardia kill: -4; TRPV1 ag: -2; CXXC DNA block: 9%; GALK inh: 3%; B2AR arrestin: 0.3%; FBPA coupling cs: 3; KCNH2 3.1 inh: 1; PKM2 act: 0%; hERG WT inh: -1; USP2a inh: 4%; Menin MLL FP TR: -2%
Shown for COc1cccc(-n2c(O)c(C=NCCN3CCOCC3)c(=O)[nH]c2=O)c1 → Giardia kill: 14; TRPV1 ag: .; CXXC DNA block: 0%; GALK inh: -1%; B2AR arrestin: -0.7%; FBPA coupling cs: 1; KCNH2 3.1 inh: -11; PKM2 act: 4%; hERG WT inh: 0; USP2a inh: 1%; Menin MLL FP TR: .

More entries:
#	canonical_smiles	Giardia kill	TRPV1 ag	CXXC DNA block	GALK inh	B2AR arrestin	FBPA coupling cs	KCNH2 3.1 inh	PKM2 act	hERG WT inh	USP2a inh	Menin MLL FP TR
11	Cc1ccc2c(c1)CC1(CN2C)C(=O)NC(=O)N(C(C)C)C1=O (stereo not drawn)	-8	1	4%	2%	-0.3%	-14	1	-1%	-10	1%	-11%
12	CCOC(=O)[C@]1(C#N)[C@@H]2C=CC(C(C)=O)=CN2[C@@H](C(N)=O)[C@@H]1c1ccsc1	-10	-12	?	0%	0.0%	-30	1	9%	-12	7%	14%
13	CC(=O)NC(Cc1ccc(N(CCCl)CCCl)cc1)C(=O)NCC(=O)NCC(=O)O (stereo not drawn)	-8	-1	6%	5%	0.0%	-12	-9	0%	1	0%	?
14	CCCC(=O)NC(Oc1ccc(C(C)=O)cc1)C(Cl)(Cl)Cl (stereo not drawn)	8	1	6%	-1%	0.2%	6	-2	-1%	-9	-1%	2%
15	Cc1ccc(-c2nc3ccccc3c(=O)n2-c2cccnc2)cc1	-10	?	-12%	0%	-0.1%	3	-17	-2%	3	3%	2%
16	O=C1NC(=O)N(Cc2ccccc2)C(=O)/C1=C/C=C/c1ccco1	-11	20	-13%	2%	?	4	9	27%	5	5%	.
17	Cn1c(=O)n(CC(=O)N2CCC3(CC2)OCCO3)c(=O)c2ccccc21	-9	1	4%	-2%	-2.0%	-1	0	-2%	-5	3%	15%
18	CC(Cc1ccccc1Sc1ccccc1)N(C)C (stereo not drawn)	2	11	-8%	2%	-1.6%	4	-46	-3%	-11	1%	-21%
19	Fc1ccc(C2N3CCCN23)cc1 (stereo not drawn)	13	0	-3%	.	-0.7%	3	8	8%	0	1%	.
20	Nc1nonc1OCCCCOc1nonc1N	-8	0	?	4%	-0.2%	0	-3	16%	-2	3%	12%

Reprinted from the part before: 4 compounds; new compounds follow.
#	canonical_smiles	Giardia kill	TRPV1 ag	CXXC DNA block	GALK inh	B2AR arrestin	FBPA coupling cs	KCNH2 3.1 inh	PKM2 act	hERG WT inh	USP2a inh	Menin MLL FP TR
17	Cn1c(=O)n(CC(=O)N2CCC3(CC2)OCCO3)c(=O)c2ccccc21	-9	1	4%	-2%	-2.0%	-1	0	-2%	-5	3%	15%
18	CC(Cc1ccccc1Sc1ccccc1)N(C)C (stereo not drawn)	2	11	-8%	2%	-1.6%	4	-46	-3%	-11	1%	-21%
19	Fc1ccc(C2N3CCCN23)cc1 (stereo not drawn)	13	0	-3%	.	-0.7%	3	8	8%	0	1%	.
20	Nc1nonc1OCCCCOc1nonc1N	-8	0	?	4%	-0.2%	0	-3	16%	-2	3%	12%
21	O=C(Nc1ccc(F)cc1F)c1cccnc1Oc1cccc(C(F)(F)F)c1	2	12	1%	4%	0.0%	-2&2	-2	0%	-5	0%	32µM*
22	O=C(Cc1ccccc1)N1CCN(CCCc2ccccc2)CC1	17	17	15%	-1%	-0.2%	1	-23	0%	28	1%	-20%
23	CC(C)N(CC#CCC1(O)c2ccccc2-c2ccccc21)C(C)C	-2	3	12%	-5%	-0.1%	0	14	1%	9	0%	0%
24	O=C(NCNC(=O)NC1C(=O)NC(=O)N1CO)NC1C(=O)NC(=O)N1CO (stereo not drawn)	-5	-2	9%	.	0.4%	.	13	.	17	2%	7%
25	Cc1ccsc1CNCCc1ccc(F)cc1	4	1	2%	0%	0.2%	2	-3	0%	-1	5%	-1%
26	Cc1cccc(N=Cc2c(O)n(C)c(=O)n(C)c2=O)c1	-4	21	3%	-3%	-0.6%	0	7	-5%	-6	-1%	-3%
27	Cc1ccc(-c2nc(N(C)C3CCN(C)CC3)c3ccccc3n2)cc1	7	3	2%	5%	-0.1%	1	8	5%	-3	-3%	0%
28	O=Cc1cn(Cc2cccc(F)c2)c2ccccc12	7	-1	-1%	1%	-0.3%	1	12	-3%	5	2%	0%
29	NCc1cc(=O)[nH]o1	-10	3	-1%	.	0.1%	-1	12	.	-1	0%	-22%
30	COC(=O)C1=C(C)OC(N)=C(C#N)C12C(=O)Nc1ccccc12 (stereo not drawn)	4	-4	0%	1%	0.2%	2	-14	7%	-11	2%	5%
31	O=[N+]([O-])c1c2ccccc2cc2ccccc12	?	7	.	.	0.2%	.	7	.	22	0%	.
32	O=C(C1CCN(S(=O)(=O)N2CCOCC2)CC1)N1CCC2(CC1)OCCO2	8	-5	-5%	0%	-0.4%	-1	-7	-11%	15	-4%	10%
33	CCN1C[C@]2(CO)CC[C@H](OC)[C@@]34C2[C@H](OC)[C@@](O)(C13)[C@@]1(O)C[C@H](OC)[C@H]2C[C@@H]4[C@@H]1[C@H]2OC	-17	-3	-1%	2%	0.1%	6	-13	.	-13	0%	23%
34	O=C1/C(=C/c2ccncc2)N2CCC1CC2	-7	-2	4%	1%	-1.0%	3	-9	-1%	4	6%	-7%
